High-throughput results deposited in PubChem BioAssay by National Center for Advancing Translational Sciences (NCATS).
DT40 TDP1 no CPT = qHTS for Inhibitors of human tyrosyl-DNA phosphodiesterase 1 (TDP1): qHTS in cells in absence of CPT; Potency, µM (doses to about 46.2 µM), for the others: top-dose activity change, negative = growth inhibition, usual class: inhibitors; DT40 Tdp1-/- hTDP1 cells, no CPT, ATP luminescence, 48 h; 420,000 tested, 15% active; further: nearly all actives have a fitted effect of over 55% in size
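Luminescent ATP content (CellTiter-Glo) served as the growth readout. Knockout chicken DT40 cells expressing human TDP1 were exposed to compounds without camptothecin for a minimum 48 hr at 37 °C.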
N370S GC = N370S glucocerebrosidase modulation, Gaucher chaperone candidate | N370S GC spleen homogenate, 4MU-glucoside fluorescence | 330,000 tested, 0.092% active | P04062 | Potency, µM (top dose mostly 59.4 µM), for inactives: at the highest dose activity change, negative = inhibition, hits mostly inhibitors;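 further: 0% = full enzyme activity and -100% = no enzyme basal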
TDP1 block = blocks human tyrosyl-DNA phosphodiesterase 1; AID 485290; Q9NUW8; 350,000 tested, 0.28% active; recombinant TDP1, AlphaScreen DNA substrate cleavage; Potency, µM (titrated, usually from 130 µM), for the others: at the highest dose activity change, negative = inhibition, hits mostly inhibitors; further: nearly all actives have a fitted effect of over 40% in size
Target sequence (Q9NUW8 whole entry, looked up): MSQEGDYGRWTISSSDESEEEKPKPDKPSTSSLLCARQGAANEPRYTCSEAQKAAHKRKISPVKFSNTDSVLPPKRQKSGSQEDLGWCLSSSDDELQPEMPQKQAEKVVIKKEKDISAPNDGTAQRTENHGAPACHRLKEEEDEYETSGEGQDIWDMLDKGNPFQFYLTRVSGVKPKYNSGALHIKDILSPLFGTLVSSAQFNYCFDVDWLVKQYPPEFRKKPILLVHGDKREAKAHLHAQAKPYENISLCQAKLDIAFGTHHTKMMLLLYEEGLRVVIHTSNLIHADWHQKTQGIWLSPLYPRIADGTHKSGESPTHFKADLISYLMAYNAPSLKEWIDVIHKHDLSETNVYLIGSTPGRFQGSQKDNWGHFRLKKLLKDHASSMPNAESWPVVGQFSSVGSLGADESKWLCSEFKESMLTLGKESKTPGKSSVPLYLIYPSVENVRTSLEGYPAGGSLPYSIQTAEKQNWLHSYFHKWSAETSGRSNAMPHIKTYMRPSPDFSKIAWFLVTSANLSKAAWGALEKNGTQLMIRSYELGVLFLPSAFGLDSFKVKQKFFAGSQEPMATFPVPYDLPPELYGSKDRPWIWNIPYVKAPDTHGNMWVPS
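Signal: AlphaScreen proximity between streptavidin donor and anti-FITC acceptor beads on intact substrate. Reaction: Tdp1 1 nM, substrate 15 nM final, 5 min RT after 15 min compound preincubation.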
* hit, by the source's call; ? = inconclusive; . = not tested or not shown; [ ] = remark or other dose. The call rests on the fitted dose curve; in most records, active means well fitted curve in the direction sought with a large enough effect; inconclusive means small, poorly fitted or top-dose-only effect, or another doubt; inactive means no such curve, though single readings can be large; an effect the other way counts as inactive or inconclusive. Unless noted, on the % scale 0 is the no-effect control and ±100 the full control effect; potency means the concentration at half of the fitted maximal effect. Only part of the results is shown, so the mix of outcomes need not match the whole.

SMILES	DT40 TDP1 no CPT	N370S GC	TDP1 block
CN(C)C(=O)CCC(=O)N1CCCCC1C(=O)Nc1ccc(Oc2ccccc2F)cc1 (stereo not given)	?	6.7%	.
OCCCNc1ncnc2oc(-c3ccccc3)c(-c3ccccc3)c12	16.4µM*	-3.5%	.
COc1ccc(CN(C)C(=O)c2cccc(S(=O)(=O)N3CCN(c4ccccc4)CC3)c2)c(OC)c1OC	13µM*	-18.5%	.
COc1ccc(N(C)C(=O)Cc2c(C(=O)O)[nH]c3ccccc23)c(OC)c1	-26.8%	9.9%	2.6%
O=C(Cc1ccccc1[N+](=O)[O-])NC1CC1	-3.4%	-3.3%	0.0%
Cc1cccc(NS(=O)(=O)c2ccc(C(=O)NCC(c3ccco3)N3CCCCC3)cc2)c1C (stereo not given)	23.1µM*	-14.6%	-7.2%
COc1cc(/C=C(\NC(C)=O)C(=O)NC(C)(C)C)ccc1OC(C)=O	-4.7%	-10.7%	-2.7%
CCCCn1c(=O)c2[nH]c(C34CC5CC(CC3C5)C4)nc2n(CCCO)c1=O	.	3.8%	10.2%
CC(C)CC(C(=O)NCC1CCN(Cc2ccc(F)cc2)CC1)N1Cc2ccccc2C1=O (stereo not given)	20.6µM*	.	5.0%
COc1ccc(/C=N/Nc2nc(-c3cccnc3)nc3ccccc23)cc1OC	3.66µM*	-23.0%	7.1%
COc1ccc2c(c1OC)C(=O)N1C(C(=O)O)Cc3c([nH]c4ccccc34)C21 (stereo not given)	-19.2%	-1.3%	-3.0%
Cc1ccc(C2=NN=C(NC(=O)C(F)(F)F)SC2)cc1	-8.9%	8.4%	4.8%
Cc1ccc2c(SCC(=O)NCc3ccco3)nc(-c3ccc(F)cc3)nc2c1	-23.9%	-2.0%	2.1%
Brc1ccccc1CN1CCC(Cc2ccccc2)CC1	?	0.9%	.
NS(=O)(=O)c1ccc(CCNC(=O)CCNC(=O)c2ccco2)cc1	2.4%	2.2%	5.5%
CCC1CN(C(=O)Nc2cccc(C)c2)c2cc(C)ccc2O1 (stereo not given)	20.6µM*	6.8%	3.6%
Cc1[nH]c(=O)[nH]c(=O)c1S(=O)(=O)N1c2ccc(F)cc2CCC1C (stereo not given)	5.2%	-4.3%	0.0%
CC(=O)N1CCCC1C(=O)O (stereo not given)	?	11.9%	5.1%[56.1 µM]
O=C(O)c1cccc(S(=O)(=O)Nc2ccc3c(c2)OCO3)c1	-0.9%	4.4%	-3.0%
CCCC(CCC(=O)Nc1nccs1)C(=O)O (stereo not given)	-7.5%	-10.7%	2.5%
CCOC(=O)COc1cc(Br)c(C2NC(=O)NC(C)=C2C(C)=O)cc1OCC (stereo not given)	13.5%	-8.8%	0.0%
CCOc1cnc(-c2c(-c3c(F)cccc3Cl)noc2C)o1	-19.8%	15.1%	8.2%
COc1cc(C2C(C#N)=C(N)N(N(C)C)C3=C2C(=O)CC(C)(C)C3)cc(OC)c1OC (stereo not given)	-0.8%	0.9%	.
O=S1(=O)CC=C(CSC(=S)NC2CCS(=O)(=O)C2)C1 (stereo not given)	?	-4.4%	0.0%
O=c1cc(CO)oc(C(Nc2ccccn2)c2ccsc2)c1O (stereo not given)	.	1.5%	-8.0%
(further entries)
SMILES	DT40 TDP1 no CPT	N370S GC	TDP1 block
COc1ccc(N=c2cc(-c3ccc(OC)cc3)oc3ccccc23)cc1	23.1µM*	?	7.9%
Cc1ccc(C)c(NS(=O)(=O)c2ccc(OCC(=O)NCc3ccco3)cc2)c1	23.1µM*	-15.4%	8.2%
O=C(O)CN1CCN(Cc2ccccc2F)C1=O	-0.6%	-1.7%	3.5%
Cc1ccc(C(=O)NCC(=O)NCC(c2cccs2)N(C)C)cc1C (stereo not given)	-2.0%	.	-0.1%
O=C(c1oc(=O)c2ccccc2c1-c1ccccc1)N1CCC(O)CC1	-20.5%	-0.9%	2.5%
COc1cc(CCC(C)NCc2ccccc2)ccc1O (stereo not given)	-17.7%	-16.6%	.
Cc1cccc(N2CCN(S(=O)(=O)c3ccc(-c4cnc(C5CC5)o4)cc3)CC2)c1C	13µM*	.	-8.8%
CCCCCS(=O)(=O)c1oc(-c2cccs2)nc1S(=O)(=O)c1ccc(C)cc1	3.66µM*	.	1.2%
COc1ccc(OC)c(Nc2nc(NCCCN(C)C)nc(N)c2[N+](=O)[O-])c1	4.61µM*	-12.5%	2.5%
O=C(NCCc1ccccc1)c1c(F)c(F)c(F)c(F)c1F	-3.2%	2.5%	8.2%
CCc1ccc(NC(=O)Nc2cn(C)c(=O)c3ccccc23)cc1	20.6µM*	.	-2.8%
COc1ccc(S(=O)(=O)N2CCCC2CNC(=O)C(=O)Nc2cccc(F)c2)cc1 (stereo not given)	?	-4.0%	0.0%[0.505 µM]
Cc1cc(C(=O)NC(C)C2CCCO2)cs1 (stereo not given)	-0.4%	4.4%	2.2%
COc1ccc2c(CC(=O)N[C@@H](Cc3ccccc3)C(=O)O)cc(=O)oc2c1C	18.9%	-2.3%	.
Cc1ccc(NC(=O)NCC2CCN(Cc3cc(C)ccc3Cl)CC2)c(C)c1	?	-8.7%	5.5%
Cc1ccnc(NC(=O)Nc2ccc(Br)cc2Cl)c1	-55.6%	?	5.5%
Nc1nonc1-n1nnc(C(=O)N/N=C/c2c(Cl)cccc2Cl)c1CSC1=NCCS1	-11.1%	8.0%	.
CC(C)COc1ccc(C(=O)NCC2OCCc3ccccc32)cc1 (stereo not given)	14.6µM*	.	7.5%[12.3 µM]
Cc1sc2nc3c(C(=O)N4CCN(c5ccccn5)CC4)cccn3c(=O)c2c1C	.	2.2%	3.9%
CC(C)=CC(=O)Nc1c(C)cc(C)cc1Cl	0.7%	6.0%	-2.7%
CN(C)C(=O)c1ccc(-n2nc(C(F)(F)F)c3c2CCCC3)cc1	?	-2.8%	4.8%
COc1ccccc1CN1CC(C(=O)NC2CCCCC2)CC1=O (stereo not given)	-8.6%	4.5%	3.1%
COc1ccc(-c2cn3nc(N4CCC(C(=O)NCc5cccc(Cl)c5)CC4)sc3n2)cc1	-28.7%	.	3.7%
COc1ccc(Cl)cc1NC(=O)N(C)Cc1c(C)nn(C)c1C	-20.7%	4.7%	3.3%
Fc1ccc(OCc2nn[nH]n2)c(F)c1	9.4%	-8.5%	0.7%
(cont.)
SMILES	DT40 TDP1 no CPT	N370S GC	TDP1 block
COc1ccc(-c2noc(=O)n2Cc2ccc(C#N)cc2)cc1	-12.2%	-24.5%	.
Cc1c(C(=O)N2CCCCC2)c(S(=O)(=O)N2CCN(c3ccc(F)cc3)CC2)c(C)n1C	-24.1%	0.3%	6.9%
COc1ccc(C(=O)/C=C/Nc2ccc(S(=O)(=O)Nc3cccc(C(C)=O)c3)cc2)cc1	23.1µM*	-14.8%	1.8%
O=C(c1cc2ccccc2cc1O)N1CCCC(C(F)(F)F)C1 (stereo not given)	-6.7%	6.2%	3.9%
CCN(C[C@H]1N[C@@](Cc2ccccc2)(C(=O)OC)[C@H]2C(=O)N(C)C(=O)[C@@H]12)C(=O)Nc1ccc(C(F)(F)F)cc1	?	.	0.2%
CC(=O)c1sc(NC(=O)c2cc3c(C)nn(-c4ccccc4)c3s2)nc1C	-5.2%	3.3%	3.9%
O=C(CNCC1CCCO1)Nc1ccc([N+](=O)[O-])cc1C(=O)Nc1ccccc1F (stereo not given)	2.7%	-6.4%	6.9%
Cc1ccc(/C(N)=N/OC(=O)N2CCOCC2)cc1	?	-4.3%	0.0%
Cc1nn(CC#N)c(=O)n1N(C)c1ncc(C(F)(F)F)cc1Cl	?	-1.7%	4.8%
Cc1nc(Nc2ccc3c(c2)OCCO3)c2c(C)c(C)sc2n1	20.6µM*	-13.1%	6.3%
C/C(N)=C(/C#N)C(=O)COC(=O)c1cc(S(=O)(=O)N2CCCCC2)ccc1C	-16.8%	3.5%	-3.1%
CCOC(=O)CC(=O)Nc1c(C)cc(C)cc1C	5.4%	-19.9%	10.0%
COc1ccc(C2=NOC(Cn3nc(-c4ccccc4)cc3C(=O)NCc3ccc(C)cc3)C2)cc1 (stereo not given)	-14.3%	.	-0.1%
Cc1ccc2nc(N3CCCCC3)c(C=O)c(=O)n2c1	.	-1.6%	1.2%
O=C(Cn1nnc(-c2ccccc2NC(=O)c2ccccc2F)n1)NCc1ccco1	2.4%	6.9%	-3.8%
CCN(CC)c1ccc(C(=O)Nc2ccccc2)cc1[N+](=O)[O-]	?	10.5%	7.7%
CC1CCCN(CCCNC(=O)c2ccc(CS(=O)(=O)Cc3cccc(Cl)c3)o2)C1 (stereo not given)	15.9%	?	-2.9%
O=C(Nc1nnc(C2CCCO2)s1)c1cccs1 (stereo not given)	-26.3%	5.8%	1.1%
CCC1CC(CSc2ncn[nH]2)OC1=O (stereo not given)	-5.1%	9.1%	1.9%
O=C(CCc1ccccc1)NCC(c1ccco1)N1CCc2ccccc21 (stereo not given)	4.11µM*	-3.1%	.
COc1ccc(CCN2C(=O)C3C4CCC(C4=C(C)C)C3C2=O)cc1OC (stereo not given)	8.2µM*	-9.9%	2.7%
C[C@H]1CN([C@@H](C)CO)C(=O)c2cccc(NC(=O)C3CC3)c2O[C@H]1CN(C)Cc1ccc(C(F)(F)F)cc1	?	.	-0.2%
C=CCOc1nc2c(c(=O)n(C)c(=O)n2C)n1C	9.1%	-0.4%	1.1%
O/N=C(\CN1CCCCC1)c1ccccc1	-3.5%	-1.4%	.
CN(C)S(=O)(=O)c1ccc(NC(=O)C2CC(=O)N(Cc3ccccc3)C2)cc1 (stereo not given)	-7.6%	13.6%	2.7%
(continued)
SMILES	DT40 TDP1 no CPT	N370S GC	TDP1 block
CC(C)(C)C(=O)CSc1nc2c(c(-c3cccs3)c1C#N)CCC2	23.1µM*	1.2%	-4.3%
COc1ccccc1COCC(O)CN(Cc1ccco1)Cc1ccccc1O (stereo not given)	?	20.1%	2.3%
CN1CCN(c2ccc(Cl)cc2NC(=O)c2ccc([N+](=O)[O-])cc2)CC1	?	4.6%	.
Cc1ccc(CN2CCN(Cc3ccc(OCCO)cc3)CC2CCO)o1 (stereo not given)	9.0%	6.4%	-5.4%
COC(=O)c1c(C)nc2ccccc2c1C(=O)O	-14.2%	2.0%	-13.7%
Cc1cc2oc(=O)cc(CN3CCC(C)CC3)c2cc1C	-8.9%	-11.2%	.
COc1ccc(-c2cn3cccnc3n2)cc1NC(=O)c1ccccc1C(F)(F)F	-13.3%	.	-2.2%
OCCn1c(Cl)nc2ccccc21	-1.4%	-1.4%	-0.4%[56.1 µM]
O=C(CCCc1ccccc1)N=C1SC2CS(=O)(=O)CC2N1c1ccccc1F (stereo not given)	1.6%	-15.6%	1.2%
CCOC(=O)c1ccc2[nH]c3c(c2c1)CCCC3O (stereo not given)	-4.0%	-8.2%	4.8%
O=C(COc1cccc2cccnc12)NCC(F)(F)F	-32.7%	10.1%	1.0%
Cc1ccccc1COC(=O)CN1C(=O)NC2(CCCC2)C1=O	-14.4%	-2.5%	-8.4%
O=C(Cn1[nH]c(=O)c2ccccc2c1=O)N1CC=C(c2ccccc2)CC1	15.8µM*	5.4%	4.2%
Cc1cccc(N(C(=O)CCC(=O)Nc2ccccn2)C(C(=O)NC(C)C)c2ccc(O)cc2)c1 (stereo not given)	-21.9%	-7.4%	1.9%
Cc1onc(-c2ccccc2)c1C(=O)N1CCC(CO)(Cc2ccccc2)CC1	-25.0%	-12.2%	3.0%
Cc1ccc(-n2nc3c(N4CCC(C(=O)N5CCC(C)CC5)CC4)nnc(C)c3c2C)cc1	-21.3%	.	2.8%
